# N-glyco inh = increase of ERlucT glycosylation luciferase signal, primary screen, N-linked glycosylation inhibitor project, D54 ERlucT cells, luminescence, set 2. AID 588692, 2011. reporter increase, % at 12.5 µM. D54 ERlucT glycosylation luciferase reporter, 24 h; percent of 100 nM tunicamycin response. 0.23% of 360,000 active;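 active = mean luciferase reporter signal, scaled so untreated is 0 and the glycosylation-blocking control 100, at or above a set limit in every replicate; inconclusive = mean reaches the limit but not every replicate does; inactive = mean below the limit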;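 note: luciferase carries N-glycosylation sites so blocking glycosylation raises the light; 0% = median of neutral control wells and 100% = median of 100 nM tunicamycin wells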
# Exocytosis inh = LAMP-1 surface exposure blockers, TALL-104 cells – cell-based, flow cytometry, MLPCN library, primary screen. TALL-104 LAMP-1 surface exposure; cells stimulated with thapsigargin and PMA. inhibition, % at 10 µM. 0.66% of 360,000 active;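 active = inhibition above about 55%, limit read from the data; inconclusive = no clear call, values can overlap the other calls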
# CaV13 ICDI inh = Primary screen for inhibitors of IQ motif and Ca2+-dependent inactivation inhibitor domain binding in CACNA1D, Förster resonance energy transfer in living cells, …. HEK cells, CFP/YFP FRET ICDI-IQ, plate reader, 10 min; percent FRET-ratio fall versus neutral wells. inhibition, % at 12.3 µM. 0.098% of 340,000 active. AID 743397;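 active = mean replicate inhibition of at least 30% and at least 1% of replicates passing that level; inconclusive = only one of the two criteria is met; inactive = neither criterion is met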;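 note: 0% = median of the neutral control wells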
# PDI turbidity = inhibitors of human PDI, primary screen, biochemical, turbidity, single point, plate reader. AID 588391, 2011. inhibition, % at 10 µM. 0.052% of 350,000 active. PDI insulin aggregation turbidity, A650, 90 min. Protein disulfide-isomerase (Homo sapiens), P07237;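 active = mean inhibition across replicates of 30% or more, whatever share of single replicates reach that level; inconclusive = mean inhibition below 30% while every single replicate reaches 30%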;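 note: absorbance from insulin aggregation driven by PDI reduction with DTT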
# H9c2 protect = cardioprotection against H2O2-induced cell death, primary screen, uHTS, H9c2 cells, ATPLite luminescence; 0.63% of 360,000 active; H9c2 cardiomyocytes, H2O2 injury protection, 2 h; protection from H2O2 cell death, % at 20 µM;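 active = compounds giving at least 50% protection of heart cells from peroxide-induced death in the single-dose screen, raw or plate-pattern-corrected value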;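 note: 0% = DMSO wells with peroxide and 100% = DMSO wells without peroxide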
# m5-HT2A agonist = mouse Htr2a agonists via beta-arrestin recruitment, primary screen, cell-based, luminescence. 0.66% of 360,000 active. activation, % at 7.6 µM. CHO-K1 mHTR2A beta-arrestin complementation; percent of 30 µM serotonin response. 5-hydroxytryptamine receptor 2A (Mus musculus), P35363;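 active = activation above a run cutoff, the mean activation of all tested compounds plus 3 SD, cut at about 14% in these data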;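 note: 0% = plate median of compound wells and 100% = 30 µM serotonin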
# Target sequence (P35363 whole entry, looked up): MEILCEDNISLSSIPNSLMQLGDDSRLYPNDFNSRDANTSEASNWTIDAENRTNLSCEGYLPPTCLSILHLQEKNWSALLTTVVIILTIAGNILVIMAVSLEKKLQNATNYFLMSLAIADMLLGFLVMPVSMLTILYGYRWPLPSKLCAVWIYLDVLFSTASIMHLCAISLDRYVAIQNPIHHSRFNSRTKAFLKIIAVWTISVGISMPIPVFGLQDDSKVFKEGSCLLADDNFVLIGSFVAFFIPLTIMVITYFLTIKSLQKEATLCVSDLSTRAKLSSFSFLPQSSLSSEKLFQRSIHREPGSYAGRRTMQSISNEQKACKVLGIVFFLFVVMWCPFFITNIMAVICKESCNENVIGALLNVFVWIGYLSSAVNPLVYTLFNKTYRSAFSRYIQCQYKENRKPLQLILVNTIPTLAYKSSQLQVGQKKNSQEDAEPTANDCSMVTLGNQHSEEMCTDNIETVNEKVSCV
# ABCB6 inh MLPCN = ABCB6 transporter inhibitors, primary screen, K562-ABCB6 cells, flow cytometry, MLPCN library; K562-ABCB6 porphyrin accumulation, 1 h; stronger effect = lower value; fluorescence ratio to DMSO, % at 10 µM; 0.19% of 360,000 active; AID 602162, 2011;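 active = fluorescence ratio to DMSO below 75%, the collection mean minus 3 SD; inconclusive = too few cells collected in the well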;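 note: signal is porphyrin accumulated inside mitochondria; 100% equals median channel fluorescence of DMSO control wells; lower ratio means ABCB6 inhibition with less porphyrin fluorescence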
# MC4R antag cAMP = MC4R antagonists of cAMP signaling, primary screen, cell-based, TR-FRET, antagonist arm of biased-ligand search | inhibition, % at 6.5 µM | 0.48% of 360,000 active | Melanocortin receptor 4 (Homo sapiens), P32245 | MC4R-expressing cells, MTII-stimulated cAMP, LANCE TR-FRET;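 active = inhibition above its plate's cutoff, the mean of tested wells on that plate plus 3 SD, cut at about 29% in these data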;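 note: 0% = Melanotan II alone and 100% = Melanotan II plus saturating MCL0020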
# Target sequence (P32245 whole entry, looked up): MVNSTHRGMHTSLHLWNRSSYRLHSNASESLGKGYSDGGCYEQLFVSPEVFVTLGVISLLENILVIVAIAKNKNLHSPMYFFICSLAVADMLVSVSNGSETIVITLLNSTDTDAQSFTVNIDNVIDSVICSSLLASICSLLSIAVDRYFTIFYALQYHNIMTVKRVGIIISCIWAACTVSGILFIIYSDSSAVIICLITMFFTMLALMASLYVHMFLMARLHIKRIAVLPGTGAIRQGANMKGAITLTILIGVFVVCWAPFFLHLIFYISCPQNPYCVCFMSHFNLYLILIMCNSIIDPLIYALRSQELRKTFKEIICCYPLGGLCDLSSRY
#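 System: U2OS-MC4R stable cell line; Technique: Eu-cAMP/anti-cAMP TR-FRET, emission 671 nm; Repeats: single well per compound; Also added: Melanotan II; Dosing: one concentration, 6.5 µM nominal; Schedule: 30-min compound, 1-h challenge, 1-h detection, room temperature.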
# MC4R barr agon = MC4R agonists recruiting beta-arrestin, primary screen, cell-based, luminescence, agonist arm of biased-ligand search; Melanocortin receptor 4 (Homo sapiens), P32245; U2OS MC4R beta-arrestin complementation; percent of melanotan II response, DMSO zero; activation, % at 8.9 µM; 0.98% of 360,000 active; AID 540308, 2011;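 active = activation above a per-plate cutoff, the mean activation of sample wells on that plate plus 3 SD, cut at about 8% in these data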
# ABHD5 PLIN5 PPI = ABHD5-PLIN5 interaction inhibitors, primary screen, cell lysate, split luciferase complementation, luminescence | Perilipin-5 (Homo sapiens) + 1-acylglycerol-3-phosphate O-acyltransferase ABHD5 (Homo … | Split G. princeps luciferase complementation, 4 h | inhibition, % at 4 µM | 0.78% of 360,000 active;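 active = inhibition above the mean inhibition across every tested compound plus 3 SD, cut at about 22% in these data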;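 note: 0% = DMSO only wells and the 100% control is not disclosed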
# Starred values were filed as active, the others as inactive; ? = inconclusive; nt = no result given.
SMILES,N-glyco inh,Exocytosis inh,CaV13 ICDI inh,PDI turbidity,H9c2 protect,m5-HT2A agonist,ABCB6 inh MLPCN,MC4R antag cAMP,MC4R barr agon,ABHD5 PLIN5 PPI
CCOc1ccc(-n2nnnc2SCC(=O)Nc2cccc(O)c2)cc1,-1,-2,-4,16,-11,4,96,6,-0.4,-2
Oc1ccc(-c2nnc(SCc3ccccc3)o2)cc1,0,1,-2,20,-4,-4,99,-6,-0.5,1
O=C(Nc1ccc(Oc2cccc(C(F)(F)F)c2)nc1)c1ccccc1,-5,0,-4,-7,-7,-2,98,5,2.4,-2
O=C(CCN1c2ccccc2Sc2ccccc21)Oc1ccccc1,-2,9,-2,5,-5,1,98,5,1.1,-2
COc1ccc(-c2cc(C(F)F)n3ncc(C(=O)N4CCc5ccccc5C4)c3n2)cc1,3,5,-5,-2,5,-1,98,-17,-0.8,1
O=C(CN1C(=O)COc2ccccc21)NCCN1CCC(Cc2ccccc2)CC1,0,-1,-9,-2,-1,-8,101,6,0.7,2
CCOC(=O)C1CCN(C(=O)CCN2C(=O)C3C4C=CC(C4)C3C2=O)CC1 (configuration not stated),-2,-3,-5,1,4,6,95,6,2.2,7
Clc1ccc(CSc2nnc(-c3ccccn3)n2Cc2cccs2)cc1Cl,-4,2,-8,5,-18,4,95,15,1.1,-9
O=C(CC1CCCCC1)N1CCCC(c2nc(-c3ccc(S(=O)(=O)N4CCCC4)cc3)no2)C1 (configuration not stated),-5,0,-8,7,-16,-1,94,8,-0.3,7
Cc1cc2oc(C(=O)NCCc3ccc(S(N)(=O)=O)cc3)cc(=O)c2cc1C,1,6,0,-9,1,-3,92,-1,-0.4,3
COc1ccc(C)cc1NC(=O)COC(=O)Cc1c[nH]c2ccccc12,0,-1,-5,2,-1,1,103,5,0.6,1
COc1cc(C(=S)N(C)C)ccc1O,2,-2,nt,1,2,-2,94,2,-1.3,-14

# An excerpt from further up, for reference:
SMILES,N-glyco inh,Exocytosis inh,CaV13 ICDI inh,PDI turbidity,H9c2 protect,m5-HT2A agonist,ABCB6 inh MLPCN,MC4R antag cAMP,MC4R barr agon,ABHD5 PLIN5 PPI
O=C(CCN1c2ccccc2Sc2ccccc21)Oc1ccccc1,-2,9,-2,5,-5,1,98,5,1.1,-2
COc1ccc(-c2cc(C(F)F)n3ncc(C(=O)N4CCc5ccccc5C4)c3n2)cc1,3,5,-5,-2,5,-1,98,-17,-0.8,1
O=C(CN1C(=O)COc2ccccc21)NCCN1CCC(Cc2ccccc2)CC1,0,-1,-9,-2,-1,-8,101,6,0.7,2
CCOC(=O)C1CCN(C(=O)CCN2C(=O)C3C4C=CC(C4)C3C2=O)CC1 (configuration not stated),-2,-3,-5,1,4,6,95,6,2.2,7
Clc1ccc(CSc2nnc(-c3ccccn3)n2Cc2cccs2)cc1Cl,-4,2,-8,5,-18,4,95,15,1.1,-9
O=C(CC1CCCCC1)N1CCCC(c2nc(-c3ccc(S(=O)(=O)N4CCCC4)cc3)no2)C1 (configuration not stated),-5,0,-8,7,-16,-1,94,8,-0.3,7
Cc1cc2oc(C(=O)NCCc3ccc(S(N)(=O)=O)cc3)cc(=O)c2cc1C,1,6,0,-9,1,-3,92,-1,-0.4,3
COc1ccc(C)cc1NC(=O)COC(=O)Cc1c[nH]c2ccccc12,0,-1,-5,2,-1,1,103,5,0.6,1
COc1cc(C(=S)N(C)C)ccc1O,2,-2,nt,1,2,-2,94,2,-1.3,-14

# Further entries follow.
SMILES,N-glyco inh,Exocytosis inh,CaV13 ICDI inh,PDI turbidity,H9c2 protect,m5-HT2A agonist,ABCB6 inh MLPCN,MC4R antag cAMP,MC4R barr agon,ABHD5 PLIN5 PPI
COc1ccc(/C=C2\SC(=O)N(CC(=O)Nc3ccccc3O)C2=O)cc1OC,-1,4,-22,5,3,2,98,17,-0.9,-3
Cn1c(SCC#N)nc2ccccc2c1=O,-2,0,-3,0,16,-5,93,11,-1.1,-1
CNC(=O)CSc1nc2nn(-c3ccccc3)c(=O)c-2c2n1CCCCC2,20,0,-8,-1,1,1,101,2,-0.5,0
O=C(OCCN1C(=O)c2ccccc2C1=O)c1cc(S(=O)(=O)N2CCOCC2)ccc1F,0,-1,-5,1,3,-1,93,-40,-1.8,1
Cc1ccc(C(C)C)c(OCC(O)CN2CCN(CCO)CC2)c1 (configuration not stated),1,0,-6,-1,8,-4,102,-2,3.9,-3
CN(Cc1ccco1)Cc1ccc(O)c2ncccc12,5,44,nt,-4,-22,-4,100,-18,-1.5,16
Cc1cc(NC(=O)c2ccccc2F)n(C(C)(C)C)n1,2,-6,-3,6,1,1,97,5,-0.6,2
Cc1cc2ccccn2c1C(=O)c1ccc([N+](=O)[O-])o1,?,50,2,-4,-17,-3,118,4,-2.4,-3
O=C1c2ccc(Oc3cccc([N+](=O)[O-])c3)cc2C(=O)N1c1ccccn1,2,8,-1,-2,6,-4,98,14,-2.2,-4
COc1ccc(CC(=O)Nc2cc(S(=O)(=O)N3CCCCC3)ccc2OC(C)C)cc1OC,-5,3,-5,-1,1,1,89,11,-1.7,7
O=S(=O)(c1ccc(NC(=S)NCc2ccc(F)cc2)cc1)N1CCOCC1,0,11,-2,6,-10,13,92,2,-1.7,2
C#CCOCCOCCOCCNc1nc(N2CCOCC2)nc(N2CCN(C(=O)[C@H]([C@@H](C)CC)n3cc(CCCN=C(N)N)nn3)CC2)n1,5,1,-7,-1,1,1,101,4,1.2,-5
CC(C)CCNC(=O)NC(=O)CSc1nnc(COc2ccccc2Cl)o1,0,-3,-5,4,-3,5,93,-2,3.9,2
COc1nc(N(C)C)nc(-n2nnc(C(C)=O)c2C)n1,0,0,nt,6,15,-2,89,2,-2.0,-2
O=C(O)c1ccccc1C(=O)N1CCN(c2ncccn2)CC1,0,-1,-5,3,0,3,98,16,1.6,2
Cc1ccc(C2=NS(=O)(=O)N(C)C(C(=O)NC3CCCCC3)=C2)cc1,1,-2,22,nt,-10,8,95,-8,0.8,-9
O=C(c1cc(-c2ccncc2)nc2ccccc12)N1CCN(Cc2ccccc2)CC1,2,4,-3,-2,37,5,93,9,-1.2,10
FC(F)(F)c1cccc(NC(=S)NCc2ccccn2)c1,1,2,-4,?,-4,-1,104,12,0.1,-3
CN(C(=O)c1cccc(NC(=O)Cc2ccc(NC(=O)C3CCN(C(=O)c4ccccc4)CC3)cc2)c1)C1CCCC1,-2,1,-5,1,2,1,99,4,0.3,12
CCCCSc1nc2c([nH]1)c(=O)n(C)c(=S)n2C,0,-6,-3,24,-8,4,92,1,0.0,3
COc1ccccc1NC(=O)N1CCCC1C(=O)Nc1ccc(NC(C)=O)cc1 (configuration not stated),0,1,nt,8,8,1,96,-2,-1.5,2
CC(C)CCNC(=O)c1cc(-c2cccs2)nc2ccccc12,1,-9,-3,7,2,7,98,21,6.4,-4
COc1cc2c(cc1OC)CN(C1CCCN(Cc3cccc(C(C)=O)c3)C1)CC2 (configuration not stated),0,-6,-5,1,-1,-2,95,11,2.2,4
CC(=O)Nc1ccc(SCC(=O)NC(=O)c2ccc(Cl)cc2)cc1,-6,-4,-9,-3,2,6,89,-6,-1.2,-9
CC1CC(C)CN(C(=O)COC(=O)c2cccc(S(=O)(=O)N(C)c3ccccc3)c2)C1 (configuration not stated),-1,4,-6,1,-8,-6,96,-1,-2.9,3
Cc1cnn(-c2cc(N/N=C/c3ccccc3)ncn2)c1,3,4,-8,10,-5,-2,100,-2,1.5,5
O=C1OCCC1Sc1nnnn1-c1ccccc1 (configuration not stated),2,-1,-4,-15,3,3,84,15,-1.0,-2
COc1cc(/C=C2/C(=N)N3N=C(CC(=O)N4CCOCC4)SC3=NC2=O)ccc1OCc1ccc(F)cc1,0,-8,-3,-3,0,3,96,3,-0.2,4
Cc1onc(C(=O)NCc2ccccn2)c1[N+](=O)[O-],3,14,3,-9,0,1,101,1,-2.4,4
CCCCN1C(=O)C(=O)N(CC(=O)Nc2ccc(OC(F)(F)F)cc2)C1=O,1,-2,-6,12,-5,0,100,2,8.2,0
O=S(=O)(NCCc1ccccc1)c1ccc(Br)s1,1,-4,nt,-4,-6,2,92,8,-1.8,-3
CC(=O)NS(=O)(=O)c1ccc(NC(=S)NC(=O)C(C)(C)C)cc1,-1,1,-3,13,-1,-1,96,-1,-3.0,-5
O=C(c1cc(-c2cccs2)nc2ccccc12)N1CCN(CCO)CC1,1,-3,-6,-2,3,10,101,-1,-3.7,2
O=C(COc1ccccc1)Nc1cc(Cl)ccc1Cl,2,-8,-19,6,-1,4,101,2,2.6,1
CN1CCN(C(=O)c2cc3nc(-c4ccc(F)cc4)cc(C(F)(F)F)n3n2)CC1,-1,5,-4,4,-24,-5,95,3,-0.1,0
CC(=O)Nc1ncnc2c1c(-c1ccc(Cl)cc1)nn2C(C)(C)C,-11,-5,-18,-6,-2,-10,94,15,-3.9,-10
COC(=O)c1ccc2c(=O)n(CC3CCCO3)c(SCC(=O)Nc3ccccc3OC)nc2c1 (configuration not stated),0,10,-3,4,6,-2,97,10,-0.1,-4
Cc1ccc(-n2nc(C)c3c(C)c(CCC(=O)NCc4ccco4)c(C)nc32)cc1,-6,-1,-6,-5,-8,2,101,17,1.1,0
CC(C)C(NC(=O)c1ccc(Cl)cc1)C(=O)NC1=NCCS1 (configuration not stated),4,0,-5,-7,5,0,100,2,-2.3,-13
CCNC(=O)/C(C#N)=C/c1c(N2CCCCCC2)nc2c(C)cccn2c1=O,-1,-3,-21,5,-2,-1,94,14,-1.8,0
O=S(=O)(NCCC1=CCCCC1)c1ccc(OC(F)(F)F)cc1,2,0,-5,-1,-6,-10,100,-4,1.5,1

# Screens from PubChem.
